# SRC1 inh – inhibits human SRC1 coactivator; Q15788; HEK293 GAL4-SRC1 luciferase reporter, luminescence; inhibition, % at 3.6 µM; 360,000 tested, 0.12% active; AID 588354;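 active = inhibition above the campaign mean plus 3 SD, with each screening campaign given its own cutoff, cut at about 60% in these data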;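 note: 0% = DMSO treated cells and 100% = gossypol at 36 µM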
# NR5A2 inv ag – NR5A2 inverse agonism in reporter assay; O00482; inhibition, % at 3.6 µM; HEK293T StAR-luciferase reporter, LRH-1 transfected, 24 h; 360,000 tested, 0.13% active;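 active = inhibition above the mean inhibition of all tested compounds plus 3 SD, cut at about 73% in these data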;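 note: 0% = DMSO wells and 100% = reporter-only cells lacking LRH-1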
# NR2F2 inh – NR2F2 (human) inhibition, primary screen; P24468; HEK293T NGFI-A luciferase reporter, luminescence; inhibition, % at 8.6 µM; 370,000 tested, 0.7% active;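 active = inhibition above a per-plate cutoff, mean inhibition of test wells between control levels plus 3 SD, cut at about 38% in these data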;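 note: cells cotransfected with COUP-TFII expression vector driving the NGFI-A reporter; 0% = median of COUP-TF2 test wells and 100% = reporter-only cells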
# Target sequence (P24468 whole entry, looked up): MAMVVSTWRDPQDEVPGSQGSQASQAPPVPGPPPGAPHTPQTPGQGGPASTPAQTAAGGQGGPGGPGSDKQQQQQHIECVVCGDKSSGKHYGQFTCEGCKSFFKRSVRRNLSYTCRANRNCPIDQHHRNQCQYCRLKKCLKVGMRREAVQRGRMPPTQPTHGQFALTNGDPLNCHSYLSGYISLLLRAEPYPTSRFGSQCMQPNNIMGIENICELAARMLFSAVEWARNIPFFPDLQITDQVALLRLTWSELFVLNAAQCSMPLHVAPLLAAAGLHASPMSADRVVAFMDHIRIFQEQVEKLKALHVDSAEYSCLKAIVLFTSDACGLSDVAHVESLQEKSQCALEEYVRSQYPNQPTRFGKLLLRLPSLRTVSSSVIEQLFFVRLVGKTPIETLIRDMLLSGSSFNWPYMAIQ
# ABHD5-PLIN5 inh – inhibitors of human ABHD5-perilipin-5 interaction. Split G. princeps luciferase complementation, luminescence, 4 h. inhibition, % at 4 µM. 360,000 tested, 0.78% active;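 active = inhibition above the mean inhibition across every tested compound plus 3 SD, cut at about 22% in these data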;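 note: 0% = DMSO only wells and the 100% control is not disclosed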
# NCOA3 inh – inhibits human SRC3 coactivator; Q9Y6Q9; HEK293 GAL4-SRC3 luciferase reporter, luminescence; inhibition, % at 3.6 µM; 360,000 tested, 0.17% active;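 active = inhibition above a per-campaign cutoff, the mean of all compounds plus 3 SD, cut at about 60% in these data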;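 note: 0% = DMSO-treated cells and 100% = gossypol-treated cells at 36 µM; higher means less SRC3-driven luciferase light from the GAL4 reporter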
# NOD2 RIPK2 PPI – NOD2-RIPK2 protein interaction inhibition. inhibition, % at 4.98 µM. CHO BLA complementation NOD2-RIPK2, CCF4 ratio. O43353. AID 624267. 360,000 tested, 0.38% active; in the data active = inhibition above about 21%;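 note: 0% = vehicle only and 100% = reference blocker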
# LMP1 NFkB inh – Epstein-Barr LMP1 NF-kappaB reporter inhibition | 350,000 tested, 0.69% active | inhibition, % at 12.5 µM | LMP1-induced NF-kappaB luciferase reporter cells, luminescence; in the data active = inhibition above about 41%;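 note: 0% = neutral control wells and 100% = reference inhibitor control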
# TLR9-MyD88 inh – inhibitors of human TLR9-MyD88 binding; CHO BLA complementation TLR9-MyD88, CCF4 FRET ratio; AID 504734; inhibition, % at 4.98 µM; 340,000 tested, 0.21% active; Q9NR96+Q99836;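 active = inhibition above the mean over all tested compounds plus 3 SD, cut at about 21% in these data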;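 note: 0% = DMSO only wells and 100% = clavulanate BLA inhibitor control wells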
# MC4R barr agon – agonists of human melanocortin 4 receptor (MC4R) beta-arrestin. P32245. U2OS MC4R beta-arrestin complementation, luminescence; percent of melanotan II response, DMSO zero. activation, % at 8.9 µM. 360,000 tested, 0.98% active. AID 540308;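 active = activation above a per-plate cutoff, the mean activation of sample wells on that plate plus 3 SD, cut at about 8% in these data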
# Target sequence (P32245 whole entry, looked up): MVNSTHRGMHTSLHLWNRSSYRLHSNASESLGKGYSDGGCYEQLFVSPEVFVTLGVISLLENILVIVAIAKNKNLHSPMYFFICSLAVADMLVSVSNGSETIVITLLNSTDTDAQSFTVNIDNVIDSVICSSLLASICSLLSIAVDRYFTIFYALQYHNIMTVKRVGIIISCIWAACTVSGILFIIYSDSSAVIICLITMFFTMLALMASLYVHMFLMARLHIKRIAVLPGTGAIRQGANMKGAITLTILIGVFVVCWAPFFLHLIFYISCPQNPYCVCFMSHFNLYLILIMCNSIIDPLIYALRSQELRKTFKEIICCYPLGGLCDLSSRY
# MC4R antag cAMP – antagonists of human melanocortin 4 receptor (MC4R). MC4R-expressing cells, MTII-stimulated cAMP, LANCE TR-FRET. 360,000 tested, 0.48% active. P32245. inhibition, % at 6.5 µM;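 active = inhibition above its plate's cutoff, the mean of tested wells on that plate plus 3 SD, cut at about 29% in these data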;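 note: 0% = Melanotan II alone and 100% = Melanotan II plus saturating MCL0020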
#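 Assay system: human MC4R-expressing U2OS cells; reagent: Melanotan II stimulation of cells; dosing: 6.5 µM single dose; timing: compound 30 min, challenge 1 h, detection 1 h; signal: TR-FRET cAMP assay; replicates: one well per compound, no replicates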
# SRC2 inh – human SRC2 (NCOA2) inhibition. Q15596. HEK293 GAL4-SRC2 luciferase reporter, luminescence. inhibition, % at 9 µM. 370,000 tested, 0.17% active;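 active = inhibition above the mean inhibition of all tested compounds plus 3 SD, set per campaign, cut at about 52% in these data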;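 note: 0% = DMSO treated cells and 100% = cells given Gossypol at 36 µM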
# Numbers without * were called inactive; · = no result given.
SRC1 inh	NR5A2 inv ag	NR2F2 inh	ABHD5-PLIN5 inh	NCOA3 inh	NOD2 RIPK2 PPI	LMP1 NFkB inh	TLR9-MyD88 inh	MC4R barr agon	MC4R antag cAMP	SRC2 inh	SMILES
-27	-24	-12	-8	-20	-2	·	·	0.7	12	-17	COc1ccc(-c2cc(C(=O)NCc3cccc(C(F)(F)F)c3)[nH]n2)c(C)c1
-9	7	22	2	7	0	23	7	5.1	11	12	COC(=O)Cc1ccc(NC(=O)c2ccc3c(c2)C(=O)N(Cc2ccco2)C3=O)cc1
-22	0	23	-3	-1	-8	1	-13	-1.2	-4	9	CCCCNC(=O)C(Cc1ccccc1)NS(=O)(=O)c1ccc2c(c1)c(=O)n(C)c(=O)n2C (stereo not given)
10	1	17	6	-13	2	·	·	-1.8	-2	4	CCc1nc2c(OCc3ccc(C(F)(F)F)cc3)cccn2c1N(C)C(=O)C1CC1
14	15	24	-9	11	-6	-5	-10	2.1	-15	26	CCCCCn1c(N)c(C#N)c2nc3ccccc3nc21
-2	10	0	0	6	-9	·	·	0.5	26	-14	Cc1ccc(S(=O)(=O)N2CCN(c3ccccn3)CC2)cc1
-82	-151	-9	-7	-88	-3	-23	2	-2.0	-3	-86	CN(C)c1ccc(CNc2nc3ccccc3n2C)cc1
-4	17	-13	-4	-8	10	-3	1	-0.8	5	-19	CSCCC(NC(=O)C1CCC(C)CC1)C(=O)NCCN1CCC(C)CC1 (stereo not given)
-7	-1	-22	0	-16	9	-14	3	-1.2	-1	-5	Cc1ccc(O)c(-c2cc(C(=O)NCc3ccccc3)[nH]n2)c1
4	15	4	1	-3	7	-3	3	0.1	-4	13	Cc1cc(C)c(S(=O)(=O)c2ccccc2)c(Cl)n1
-4	-6	7	2	-6	-18	16	-9	-0.5	-2	8	Cc1ccccc1N=C(NO)c1cccnc1
-2	15	-13	4	-14	-3	-3	13	-1.5	3	-12	CCc1c(C(=O)NCc2cnn(C)c2)csc1C
3	2	-16	-2	12	5	-16	5	-2.2	-1	-25	O=C(CSC1CC(=O)N(CCc2ccccc2)C1=O)Nc1ccc(Cl)cc1 (stereo not given)
-7	-5	11	1	3	-2	·	·	-2.1	2	-23	CCNC(=O)C1CCCN(C(=O)c2ccc(OC(F)F)cc2)CC1 (stereo not given)
-22	-37	-17	2	-17	0	-10	-10	2.8	6	-43	COc1ccc(C(=O)N/N=C(/C)c2ccc(N3CCCCC3)cc2)cc1
-9	-23	3	-1	1	-2	-8	5	-0.8	5	-20	CCNCC(O)COCC(O)CNCC (stereo not given)
-5	3	-13	7	1	-5	4	0	10*	5	-2	O=C(NCCC1=CCCCC1)c1cc(S(=O)(=O)N2CCOCC2)c(Cl)cc1Cl
-6	1	8	2	12	1	10	-9	-3.3	-11	23	CC(=O)OCCCNc1cc(Sc2ccc(C)cc2)c2nonc2c1[N+](=O)[O-]
-17	0	-9	0	5	-2	-2	2	-1.7	1	9	Cc1cc(C)cc(NC(=O)CN(C)CC(=O)N(CC(C)C)c2c(N)n(CC(C)C)c(=O)[nH]c2=O)c1
-7	7	-6	-2	-9	-6	-2	-3	-1.2	-3	-10	O=C(COC(=O)c1nn(CCO)c(=O)c2ccccc12)Nc1ccc(Cl)c(Cl)c1
-13	10	21	5	12	0	-4	-16	1.6	-10	-31	CN(C)c1ccc(N=C/C=C2\N(C)c3ccccc3C2(C)C)cc1
-25	5	3	4	-1	-1	-7	-6	0.5	-5	-2	NS(=O)(=O)c1ccc(NS(=O)(=O)c2ccc(Br)cc2)cc1
13	-11	16	4	-26	-14	-6	-9	-4.5	10	19	Cc1cc(C(=O)N2CCCC(CO)(Cc3ccc(F)cc3)C2)c(C)o1 (stereo not given)
-20	-3	-10	-2	-18	-7	33	-2	-1.5	0	2	COc1ccccc1CC(=O)N1CCN(S(=O)(=O)c2ccccc2)CC1
-14	23	6	4	9	-12	3	3	-3.8	0	8	CC(OC(=O)c1cn(-c2ccccc2)nc1-c1cccnc1)C(N)=O (stereo not given)
-7	5	-3	-3	16	4	-12	-7	-1.0	-15	-19	OCCNc1ncnc2c1sc1nc(N3CCOCC3)c3c(c12)CCC3
-8	-24	-16	8	1	1	-3	0	1.1	-4	-5	O=C(NCCCN1CCCCCC1)c1ccc2c(Cl)c3c(nc2c1)CCCC3
0	0	2	-10	12	3	6	6	1.0	-7	-39	CC(C)c1nnc(NC(=O)CCS(=O)(=O)Cc2ccccc2)s1
2	11	6	-2	24	6	6	3	-0.7	6	-3	CC(C)(C)c1cc(NC(=O)COC(=O)C2CC2)n(-c2ccccc2)n1
-16	-12	-22	-4	-2	-9	7	-2	-0.4	3	-7	CC(=O)Nc1c(O)nc(SCC(=O)Nc2c(C)cccc2C)[nH]c1=O
2	-4	1	0	3	-11	2	14	-0.9	3	-5	COc1ccc(NC(=O)CN2CCC(C(N)=O)CC2)cc1
-14	9	6	3	-16	-1	-18	-8	0.3	3	19	CCN1CCN(Cc2ccc(NC(=O)c3cc(NC(=O)c4ccc5n[nH]nc5c4)cc(OC)c3)cc2C(F)(F)F)CC1
9	-1	14	0	8	-6	1	-3	-1.7	2	-38	Cc1ccc(S(=O)(=O)N2CCCC2C(=O)O)s1 (stereo not given)
15	11	-30	5	0	-3	3	-2	2.8	15	8	COC(=O)c1ccc(NC(=O)c2cc(-c3ccccn3)nc3ccccc23)cc1
6	-12	2	-4	-8	0	0	6	-0.9	-1	-22	COc1cc2cc(C(=O)NCCc3ccccc3)[nH]c2cc1OC
-32	-5	10	1	7	-3	1	4	0.1	-2	-29	COc1ccc(N2C(N)=C(C#N)C(c3cccnc3)C3=C2CC(C)(C)CC3=O)cc1 (stereo not given)
-33	19	-5	15	38	-9	-9	-10	0.7	14	11	CCC1C(=O)NCCN1C(=O)c1ccc2nc(Cc3ccc(OC)cc3)oc2c1 (stereo not given)
-19	0	-18	-3	-6	-14	4	4	-3.2	11	-3	O=C(Cc1ccccc1[N+](=O)[O-])OCN1C(=O)c2ccccc2C1=O
-15	-8	1	-6	0	-1	-3	-5	0.1	2	-17	Nc1nonc1-n1nnc(C(=O)N/N=C/c2ccncc2)c1CSc1ccccc1
3	-1	-17	-8	10	5	1	0	1.6	-6	0	CC1CCCN(S(=O)(=O)c2ccc(NC(=O)CNC3CCCC3)cc2)C1 (stereo not given)
-3	-2	-2	-1	2	-3	-1	7	-0.9	6	0	CCCCN(CC(=O)NCc1ccc(Cl)cc1)S(=O)(=O)c1ccc2c(c1)OCCO2
-20	-27	-23	-16	-42	-1	·	·	·	·	-46	CCCCC(c1nc2ccccc2[nH]1)n1c(-c2ccccc2)nc2cc(C)c(C)cc21 (stereo not given)
11	28	7	5	-1	-4	-8	5	-1.0	8	14	COCCn1c(SCC(=O)N2CCCc3ccccc32)nc2cccnc21
-18	-7	-14	-10	0	2	-10	0	-1.6	5	-21	O=C(CNc1ccccc1)c1ccc([N+](=O)[O-])cc1
7	3	1	-6	13	-5	-2	7	-0.8	3	-30	CC(C)(C)C(=O)Nc1cccc(-c2cc(-c3c(Cl)cccc3Cl)no2)c1
-3	16	-4	2	12	0	-10	-4	0.9	17	-5	O=C1C(=O)N(c2ccccc2)C(c2ccccc2)C1c1ccccc1 (stereo not given)
-6	13	-15	0	12	-2	0	-4	-2.5	-2	-8	O=C(Nc1ccc(S(=O)(=O)NC2=NCCCCC2)cc1)c1cc(F)c(F)cc1Cl
8	2	-19	-4	1	-2	7	-8	0.6	17	-1	COc1ccc(N(CC(=O)Nc2ccccc2C(=O)NCCc2ccccc2)S(C)(=O)=O)cc1OC
1	-3	11	1	16	-13	-7	3	-1.4	9	0	CC(C)COC(=O)CCNc1n[nH]c(=O)[nH]c1=O
-16	-5	3	1	6	1	3	2	-1.2	1	-13	CN(C)c1nc(C(N)=O)nc(N2CCOCC2)n1
0	15	-4	-10	-30	-11	-1	-4	0.6	21	9	COc1ccc(-c2nc3ncccc3o2)cc1NC(=O)c1cccs1
-4	6	-2	-1	6	5	36	0	-0.5	16	3	OC1(C#CCN2CCCC2)CCCCC1
31	4	7	-6	34	13	7	4	-2.1	-22	0	COc1cc(C(=O)OCC(=O)Nc2sccc2C(N)=O)cc(OC)c1OC
-16	3	-1	-3	18	-10	-1	10	-2.3	-2	-29	CCSc1nc2[nH]ncc2c(=O)[nH]1
8	-5	0	2	1	-16	-1	-1	-0.7	-2	-12	CS(=O)(=O)Nc1ccc(C(=O)NC2CCCC2)cc1
1	-11	-11	2	18	1	-1	-12	-3.5	0	13	CCOc1ccccc1NC(=O)c1cccc2c1C(=O)N(C1CCCCC1)C2

# Following part
SRC1 inh	NR5A2 inv ag	NR2F2 inh	ABHD5-PLIN5 inh	NCOA3 inh	NOD2 RIPK2 PPI	LMP1 NFkB inh	TLR9-MyD88 inh	MC4R barr agon	MC4R antag cAMP	SRC2 inh	SMILES
-1	6	16	-9	10	1	2	7	1.6	10	-10	CCCCn1c(N)c(N2CCOCC2)c(=O)n(CC(=O)NCCc2ccccc2)c1=O
8	0	-17	3	10	3	-3	3	-0.9	0	5	COc1ccc(C(=O)NNC(=O)CCn2nnc(-c3ccc(C)cc3)n2)cc1OC
2	18	-17	-3	7	6	6	8	-2.7	6	0	CCOC(=O)Cn1c(=NC(=O)CC)sc2c(C)cc(C)cc21
-19	3	8	-1	10	1	-20	6	-0.8	6	-15	CCOC(=O)Cc1csc(NC(=O)c2cccnc2)n1
·	-10	-13	4	·	-2	·	·	·	·	2	O=C(Nc1ccc2c(c1)OCCO2)C1c2ccccc2OCC(=O)N1CCc1ccccc1 (stereo not given)
9	-10	-1	-26	2	4	15	-6	2.5	-9	6	Cc1ccc(C(=O)C2CCN(C(=O)c3ccc(C)cc3)CC2)cc1
4	11	3	-9	-3	7	4	-1	-2.4	18	-4	O=C(CN1C(=O)c2cccc([N+](=O)[O-])c2C1=O)NCc1ccccc1
0	0	25	0	9	3	5	8	0.1	-3	-17	O=C(c1ccc2ccccc2c1)N1CCCCC1
22	8	16	-1	5	-1	1	-1	-2.3	13	-4	Cc1ccc(CNC(=O)C2CCCN(c3nc4ccsc4c(=O)s3)C2)cc1 (stereo not given)
0	5	-4	3	8	-11	-13	-1	-0.1	4	9	Cc1cccc(CS(=O)(=O)Cc2ccc(C(=O)NCCCN3CCCC3)o2)c1

# A portion from further up:
SRC1 inh	NR5A2 inv ag	NR2F2 inh	ABHD5-PLIN5 inh	NCOA3 inh	NOD2 RIPK2 PPI	LMP1 NFkB inh	TLR9-MyD88 inh	MC4R barr agon	MC4R antag cAMP	SRC2 inh	SMILES
0	0	25	0	9	3	5	8	0.1	-3	-17	O=C(c1ccc2ccccc2c1)N1CCCCC1
22	8	16	-1	5	-1	1	-1	-2.3	13	-4	Cc1ccc(CNC(=O)C2CCCN(c3nc4ccsc4c(=O)s3)C2)cc1 (stereo not given)
0	5	-4	3	8	-11	-13	-1	-0.1	4	9	Cc1cccc(CS(=O)(=O)Cc2ccc(C(=O)NCCCN3CCCC3)o2)c1

# Screens deposited in PubChem BioAssay by several laboratories.

# This is a subset; rates above refer to the full screens.
